sdo1 growth – sdo1-depleted yeast growth rescue | actives 0.21% (n = 140,000) | S. cerevisiae sdo1-depleted JHY4D growth rescue, OD600 30 h; active compounds read high; pdr5 snq2 efflux-pump mutant strain | z-score at 10 µM;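 active means z-score above 3 at both the 24 hr and the 30 hr optical density reads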;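 further: z-score against mean and SD of all compound wells on the same plate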
INS promoter inh – TRM-6 insulin promoter activity inhibition; TRM-6 cells (human fetal islet line), insulin promoter-eGFP reporter, imaging; reporter expression induced with tamoxifen; inhibition, % at 2 µM; actives 0.9% (n = 130,000);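 active means inhibition above the mean plus 3 SD, with well images judged a real hit on visual review, cut at about 60% in these data, passing the limit was not always enough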
sdo1 growth Rescue 24 h – also measured in sdo1 growth; calls as there; z-score; S. cerevisiae sdo1-depleted JHY4D growth rescue, OD600; measured here: growth rescue at 24 h;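 0 is the plate mean of compound wells and units are plate SD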
Numbers without * were called inactive; · = not tested or not shown.

| sdo1 growth | SMILES | sdo1 growth Rescue 24 h | INS promoter inh |
| --- | --- | --- | --- |
| 2.1 | O=C1CN=C(Nc2ccccc2)N1Cc1cccs1 | 2.5 | 58 |
| · | COc1ccc(NC(=O)c2c(N)no[n+]2[O-])c(OC)c1 | · | -8 |
| -0.86 | Clc1ccc(OCCOCCN2CCCCC2)c(Br)c1 | -0.41 | -51 |
| 0.82 | N#CCCS(=O)(=O)c1ccc(N)cc1 | 0.39 | -10 |
| -0.01 | COc1ccc(C(=O)NNC(=O)CN2CCC(n3nnc4cc(C(F)(F)F)ccc43)CC2)cc1 | 0.13 | · |
| 0.73 | CC(C)n1nc(C(=O)Oc2cccc(Cl)c2Cl)c2ccccc2c1=O | 0.78 | · |
| 0.01 | CCCCC(CC)CNC(=O)CCS(=O)(=O)c1cccc2nonc12 (stereo not given) | -0.1 | · |
| -0.41 | CC(O)c1nc2ccccc2n1Cc1nnc(-c2ccc(Cl)cc2)o1 (stereo not given) | -0.81 | · |
| 0.49 | CC1CC(C)CN(S(=O)(=O)c2cccc3cccnc23)C1 (stereo not given) | 0.33 | · |
| -2.8 | CCc1nc2ccccc2c(=O)n1NC(=O)c1c(O)c2cccc3c2n(c1=O)CCC3 | -2 | -26 |
| · | O=C(CCc1ccccc1)NNC(=O)c1ccccc1F | · | -12 |
| 1.5 | CCOc1ccc2oc(-c3ccccc3)c(C(=O)O)c2c1 | 1.9 | -193 |
| -2 | Cc1ccc(NC(=O)N(Cc2ccc3c(c2)OCO3)Cc2cc3cc4c(cc3[nH]c2=O)OCCO4)cc1 | -1.8 | -15 |
| 0.63 | CCOc1ccc(CNC(=O)C2CCC(=O)N2C2CCCC2)cc1OC (stereo not given) | 0.25 | -22 |
| · | O=C(CCn1nnc2ccccc21)N/N=C\Cc1ccccc1 | · | -7 |
| -0.24 | c1cncc(CNC2CCCc3ccccc32)c1 (stereo not given) | -0.71 | · |
| 0.21 | CCCCNC(=O)c1ccc2nc(-c3ccco3)c(-c3ccco3)nc2c1 | 0.2 | · |
| -0.25 | COc1ccc(C(=O)Nc2ccccc2C(=O)N/N=C/c2ccco2)cc1 | -1 | 25 |
| 0.45 | C=CCn1c(-c2ccoc2C)n[nH]c1=S | -0.01 | 0 |
| 1.5 | NC(=O)C1CCN(C(=O)CN2C(=O)c3ccccc3S2(=O)=O)CC1 | 1.6 | 19 |
| 0.3 | COCCCNC(=O)COc1ccc(-c2nccc(-c3ccccn3)n2)cc1 | 0.04 | 7 |
| · | CCOC(=O)C1(Cc2ccccc2Cl)CCN(Cc2csc(C(C)=O)c2)CC1 | · | 10 |
| 0.17 | CCn1c(SCC(=O)N2CCc3ccccc32)nnc1-c1c[nH]c2ccccc12 | 0.42 | 19 |
| -0.3 | COc1ccc(Cl)cc1-n1c(C)cc(C(=O)O)c1C | -0.39 | -48 |
| -0.58 | Cc1ccc(/C=N/Nc2nc(Cl)c(Cl)cc2Cl)s1 | -0.85 | 30 |
| -0.24 | O=[N+]([O-])c1ccccc1/C=N/n1c(C2CCCCC2)n[nH]c1=S | 0.76 | · |
| · | Cc1ccc(N2CC(O)=C(c3ccccc3)C2=N)cc1 | · | 73* |
| 1.3 | O=C(Nc1ccc(-c2cn3ccsc3n2)cc1)C1CC1 | 0.87 | -3 |
| 0.09 | Cc1nnc(SCC(=O)Nn2cnnc2)s1 | 0.07 | -2 |
| 0.44 | CCC(=O)Nc1nnc(CSCc2ccc(F)cc2)s1 | 0.07 | -8 |
| -1.8 | Cn1c(SCC(=O)N2CCCCCC2)nc2c([nH]c3ccccc32)c1=O | -1.3 | -7 |
| 0.69 | CC(C)(C)NC(=O)c1ccncc1 | 0.38 | -10 |
| 0.01 | CCOc1cc2c3c(c1)C1(C(=O)N3C(C)(C)C=C2C)C(C#N)=C(N)Oc2cc(O)ccc21 (stereo not given) | -0.19 | 39 |
| -1.4 | Cc1cccc(Cc2c(C)nc3c(C(=O)N4CCN(Cc5ccc6c(c5)OCO6)CC4)cnn3c2C)c1 | -0.8 | 30 |
| · | CCC(C)NCCOCCOc1cc(C)c(Cl)c(C)c1 (stereo not given) | · | -71 |
| · | CC1Cc2ccccc2N1C(=O)NC1CC(=O)N(c2ccc3c(c2)OCCO3)C1 (stereo not given) | · | 22 |
| 0.34 | O=c1c2cnn(-c3ccccc3)c2ncn1Cc1cccnc1 | -0.36 | -21 |
| 0.25 | O=C(O)CCCC(=O)Nc1ccccc1-n1ccnc1 | 0.62 | · |
| -1.9 | Cc1ccc(CNC(=O)c2ccccc2CCc2ccccc2)cc1 | -1.7 | -42 |
| -0.28 | COc1ccc(CNC(=O)CSc2nnnn2-c2ccc(O)cc2)cc1 | -1.1 | · |
| 0.6 | CCNC(=S)NN=C1CCC(C(C)(C)C)CC1 (stereo not given) | -0.2 | 8 |
| 0.82 | CN1C=CC=C/C1=C1\SC(=S)N(C2CCCCC2)C1=O | 0.13 | · |
| -0.2 | Cc1cc(Oc2ccc(-c3nnc(-c4ccccc4)o3)cc2[N+](=O)[O-])ccc1Cl | 0.31 | 3 |
| 0.35 | Cc1cc(OCc2nn[nH]n2)c2c(C)c(CC(=O)O)c(=O)oc2c1 | -0.55 | · |
| -0.07 | COc1ccnc(Oc2ccc(C)cc2C)c1C#N | -0.95 | -29 |
| -0.13 | Nc1ccc(Nc2ccccc2N)cc1 | 0.2 | · |
| -0.37 | O=C(c1ccccc1-c1nc(-c2ccc(Cl)cc2)no1)N1CCCC1 | 0.1 | -24 |
| 0.81 | COC(=O)c1ccc(NC(=O)C(=O)N2CCN(C(=S)Nc3cccc(OC)c3)CC2)cc1 | 0.87 | -11 |
| -0.99 | COc1ccc(C)cc1S(=O)(=O)N(CC(=O)Nc1cccc([N+](=O)[O-])c1)c1cc(C)cc(C)c1 | 0.04 | 29 |
| 0.13 | C=CCn1c(SCCC)nc(O)cc1=O | 0.45 | -6 |
| -0.82 | CCc1ccc(NC(=O)CSc2nnc(Cc3cccn3C)n2-c2ccc(F)cc2)cc1 | -0.23 | -29 |
| -0.37 | Cc1nnc(SCC(=O)NN2C(=O)NC3(CCCCC3)C2=O)s1 | -0.79 | 21 |
| -0.19 | C=CCN1C(=O)/C(=C/c2ccc(OC)cc2)S/C1=N/c1nccs1 | 0.77 | · |
| -0.64 | Oc1ccccc1OCc1nc2ccccc2s1 | -1.1 | · |
| -0.14 | N#Cc1ccc(Oc2ccc(/C=N/O)cn2)cc1 | 0.09 | -11 |
| 1.4 | O=P(CCN1CCCCC1)(c1ccccc1)c1ccccc1 | 1.4 | -31 |
| -1.8 | O=C(Nc1nc(-c2nc3ccccc3s2)cs1)C1COc2ccccc2O1 (stereo not given) | -1.1 | · |
| 0.41 | Cc1cc(C)c(NS(=O)(=O)c2ccc(NC(=O)/C=C/C(=O)O)cc2)c(C)c1 | 0.35 | 14 |
| -0.54 | CCCCOc1ccc(C(=O)N/C(=C\c2cccc([N+](=O)[O-])c2)C(=O)OC(C)C)cc1 | 0.54 | · |
| · | Cc1cc(NC(=S)Nc2cccc3ccccc23)n[nH]1 | · | -35 |

The listing continues.
| sdo1 growth | SMILES | sdo1 growth Rescue 24 h | INS promoter inh |
| --- | --- | --- | --- |
| -1.5 | CC(C)(Oc1ccc(Cl)cc1)C(=O)OCn1nnc2ccccc2c1=O | -1.8 | · |
| · | CC1(C)CC(=O)/C(=C(\O)CCCN2C(=O)c3ccccc3C2=O)C(=NCCO)C1 | · | 0 |
| 1.1 | O=C(CC12CC3CC(C1)CC(CC(=O)N1CCCC1)(C3)C2)N1CCCC1 | 1.3 | -44 |
| -0.52 | CCn1c(=O)cc(OCC(=O)N(C)C2CCCCC2)c2ccccc21 | 0.66 | · |
| -0.93 | CCC(=O)c1cc(F)c(N2CCN(S(=O)(=O)c3ccc(C)cc3)CC2)cc1C | -0.93 | · |
| -0.42 | COC(=O)c1ccc(C)c(NC(=O)CCc2ccc(OC)cc2)c1 | -0.23 | -14 |
| 0.94 | Cc1cc(NC(=O)CN2C(=O)NC(Cc3ccccc3)C2=O)no1 (stereo not given) | 0.61 | -38 |
| -0.05 | Cc1cccc(Cn2ncc(Cl)c(Cl)c2=O)c1 | -0.21 | · |
| · | COc1ccccc1CNC(=O)CSc1nn2c(=O)c(C(C)(C)C)nnc2s1 | · | -21 |
| 0.69 | COc1ccc(NC(=S)N(Cc2ccc(N(C)C)cc2)Cc2ccco2)cc1 | 1.4 | -19 |
| -0.92 | Cc1ccc(SCC(=O)NCCSC(C)(C)C)cc1 | -0.92 | -41 |
| -0.01 | COc1ccc(OC)c(-c2cc(C(=O)NCc3ccco3)no2)c1 | 0.23 | · |
| · | O=C(Nc1ccc(N2CCOCC2)cc1)c1ccc([N+](=O)[O-])cc1 | · | 23 |
| · | O=C(CCc1ccccc1)NNC(=S)Nc1ccc(F)cc1 | · | 8 |
| 0.94 | CC(=O)C1=C(O)C(=O)N(Cc2cccnc2)C1c1ccccc1 (stereo not given) | 0.35 | 39 |
| 0.16 | Cc1csc(NC(=O)CSc2nnc(NC(=O)C3CC(=O)N(c4ccccc4)C3)s2)n1 (stereo not given) | -0.12 | 19 |
| 0.14 | CCOc1cc(C(=O)N/N=C/c2ccsc2)cc(OCC)c1OCC | -0.03 | 12 |
| -0.39 | COc1ccccc1NC(=O)C1CCCN(S(=O)(=O)c2cccc3nsnc23)C1 (stereo not given) | 0.14 | -22 |
| · | CCOc1ccc(CO/N=C/c2c(C)[nH]c(=O)[nH]c2=O)cc1 | · | 0 |
| 1.1 | CC(N=C(NS(=O)(=O)c1ccc(Cl)cc1)c1ccccc1)C(=O)O (stereo not given) | 1.2 | 58 |
| 0.15 | COc1ccc(S(=O)(=O)N(CCc2ccccc2)CC(=O)O)cc1 | -0.81 | -34 |
| 0.03 | COCCNC(=O)CCCCCNS(=O)(=O)c1ccc(C)cc1 | 0.02 | · |
| -0.34 | COc1ccc(C(=O)Nc2ccc3c(c2)OCO3)cc1OC | -1 | · |
| -1.6 | O=C(CSc1nc2ccccc2o1)Nc1cc(C(F)(F)F)ccc1N1CCOCC1 | -1.8 | -5 |
| 0.33 | CC1CCN(C(=O)CSc2nc3ccccc3[nH]2)CC1 | 0.26 | · |
| · | COc1ccc2[nH]cc(S(=O)(=O)c3ccc(C)cc3)c2c1 | · | -20 |
| -0.5 | CCOc1ccc(N=CC2=C(O)CC(C)(C)CC2=O)cc1 | -0.78 | -221 |
| 0.79 | CC(=O)c1c(N2CCCCC2)nc(=S)n(Cc2ccccc2)c1C | 0.89 | · |
| -0.25 | CCc1nnc(NS(=O)(=O)c2ccc(N/C=C\C(=O)c3ccc(C)cc3)cc2)s1 | -0.51 | -11 |
| -1.1 | Clc1ccc(-c2nc3n(n2)Cc2ccccc2-3)cc1 | -0.32 | 22 |
| -0.44 | Cc1ccc(-c2nnc(N(C)C(=O)c3ccncc3)s2)cn1 | -1.4 | · |
| 0.86 | CCOc1cc(C(c2c(C)[nH][nH]c2=O)c2c(C)[nH][nH]c2=O)ccc1OC(=O)c1cccc([N+](=O)[O-])c1 | 0.04 | 30 |
| -0.46 | Cc1cc(C(=O)CSc2nc3ccccc3n2CCC#N)c(C)n1Cc1cccs1 | -0.95 | -11 |
| · | FC(F)(F)c1cccc(/C=N/NC(=S)NC2CCCCC2)c1 | · | -192 |
| 1.1 | CC1=CC2=NC(=O)CC(C)(C(=O)N(CC(=O)NC(C)(C)C)Cc3cccs3)N2C=C1 (stereo not given) | -0.12 | 13 |
| 1.6 | CCOC(=O)c1c(C)n(C)c2ccc(O)c(S(=O)(=O)c3ccccc3)c12 | 1.6 | · |
| -0.03 | O=C(COc1ccccc1)Nc1ccc(-c2nnc(-c3ccco3)o2)cc1 | 0.98 | · |
| 0.68 | CCCN1C2CCCC1CC(NC(=O)NC1CCCCC1)C2 (stereo not given) | 0.15 | · |
| -1.2 | O=C(CNc1cccc2ccccc12)N/N=C/c1ccc([N+](=O)[O-])o1 | -0.9 | 13 |
| -1.2 | COc1ccccc1OCCn1cc(/C=C(\C#N)C(=O)NCc2ccco2)c2ccccc21 | -0.72 | -17 |
| · | CCCCN(CCCC)Cc1ccc(C(=O)NN)o1 | · | -46 |
| -0.51 | CCOC(=O)CC1=NN(c2ccccc2)C(=O)/C1=C\c1ccc(OC)cc1OC | -1.2 | -23 |
| -0.34 | CS(=O)(=O)N1CCN(C(=O)Cc2ccccc2)CC1 | -0.63 | · |
| -3.3 | O=S(=O)(NC1CC2CCC1C2)c1ccc2c(c1)OCCO2 (stereo not given) | -2.1 | -104 |
| 0.95 | O=C(O)CC/C(=N/NC(=O)c1cn(-c2ccccc2)nc1-c1ccccc1)C(=O)O | 0.56 | 43 |
| 0.36 | C=CCn1c(CCNC(=O)c2ccccc2F)nnc1SCc1nc2ccccc2c(=O)[nH]1 | 0.18 | 40 |
| · | Cc1ccc2c(c1)sc1ncc(NC(=O)c3ccccc3)c(=O)n12 | · | 7 |
